Assay outcomes from PubChem.
NR2E3 ag-1 = human photoreceptor-specific nuclear receptor agonism | inhibition of corepressor binding, % at 3.98 µM | Q9Y5X4 | AID 602229 | CHO-S Gal4-NCOR/VP16-NR2E3 two-hybrid, luciferase | 360,000 tested, 0.35% active;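 active means inhibition above the mean of all tested compounds plus 3 SD, cut at about 70% in these data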;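 further: 0% = DMSO with NR2E3 transfected cells and 100% = cells lacking NR2E3 construct; higher means lower luciferase signal from less NR2E3 corepressor binding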
Target sequence (Q9Y5X4 whole entry, looked up, the tested form may be a part): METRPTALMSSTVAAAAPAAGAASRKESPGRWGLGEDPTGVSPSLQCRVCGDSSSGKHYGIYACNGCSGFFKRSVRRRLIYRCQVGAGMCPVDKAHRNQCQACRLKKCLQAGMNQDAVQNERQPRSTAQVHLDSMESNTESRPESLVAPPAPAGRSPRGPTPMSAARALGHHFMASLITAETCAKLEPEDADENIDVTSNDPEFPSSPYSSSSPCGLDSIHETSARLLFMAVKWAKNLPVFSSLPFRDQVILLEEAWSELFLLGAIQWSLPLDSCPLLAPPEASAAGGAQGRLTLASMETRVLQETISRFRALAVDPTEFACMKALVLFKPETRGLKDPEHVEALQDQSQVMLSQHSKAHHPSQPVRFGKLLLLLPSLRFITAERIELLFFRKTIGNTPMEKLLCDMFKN
Peg3 promoter = Peg3 promoter activity inhibition; 360,000 tested, 1.7% active; inhibition, % at 20 µM; HeLa PEG-Prom luciferase reporter, luminescence, overnight; AID 588405;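 active means inhibition of at least 50% at 20 µM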
Shn3 3UTR inh = inhibitors of Schnurri-3 3'UTR reporter in osteoblasts; Clone20 osteoblast Shn3 3'UTR firefly luciferase, 24 h; inhibition, % at 12.5 µM; 360,000 tested, 0.52% active;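 active means mean inhibition of at least 75% with every replicate also reaching 75%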;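 further: 0% = median of neutral control wells and 100% = pilot-screen positive control compound; some compounds past the cut are filed as inactive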
MITF TRPM1 inh = inhibitors of MITF-driven TRPM1 promoter in melanoma cells; SK-MEL-5 TRPM1 promoter luciferase, 24 h; inhibition, % at 12.5 µM; 330,000 tested, 0.83% active;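 active means mean inhibition across replicates of 60% or more, whatever share of single replicates reaches that level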; further: values of inactives mirror those of a sister screen read the other way
NR2E3 ag-2 = activates human photoreceptor nuclear receptor NR2E3. GST-NR2E3/biotin-RetCOR TR-FRET, 1536-well. inhibition of corepressor binding, % at 4.78 µM. AID 2300. 320,000 tested, 0.12% active. Q9Y5X4;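 active means percent inhibition above the cutoff of mean plus 3 SD of all tested compounds, set per screening campaign, cut at about 20% in these data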;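 further: 0% = DMSO wells and 100% = biotin wells as full block of FRET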
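Material – GST-tagged NR2E3 plus biotinylated RetCOR corepressor · Quantity – NR2E3 fusion 1.35 nM · Times – 5 h incubation at 4 °C · Medium – pH 7.5 Tris-based buffer · Technique – TR-FRET, Eu(K)-anti-GST donor, streptavidin-D2 acceptor, ex 340, em 617/671 nm · Benchmarks – high control biotin, low control 0.6% DMSO · Format – 1536-well plates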
C8 TRAIL sens = caspase-8 TRAIL sensitization; inhibition (viability loss, TRAIL sensitization), % at 10 µM; NB7+C8 cells + TRAIL, ATPlite viability luminescence; 360,000 tested, 1% active;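 active means compounds causing at least 50% loss of cell viability in the single-dose screen, relative to plate controls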
KKLEB cytotox = reduces viability of KKLEB cystic fibrosis airway cells. KKLEB CF airway cells viability, ATPlite luminescence, overnight; hits give low values; cells stimulated with P. aeruginosa culture filtrate. AID 602141. activity change (cytotoxicity), % at 5 µM. 360,000 tested, 0.36% active;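 active means corrected activity change at or below -50% at 5 µM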
TWEAK Fn14 block = TWEAK-Fn14 signaling inhibition | 360,000 tested, 2% active | TWEAK-stimulated Fn14 reporter cells, luciferase luminescence, 8 h | inhibition, % at 10 µM | AID 1159606; in the data active means inhibition above about 50%
CF NFkB inh = inhibitors of cystic fibrosis induced NF-kB | inhibition, % at 5 µM | 360,000 tested, 0.86% active | KKLEB NF-kB-GFP reporter, PAF-induced, GFP fluorescence overnight;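 active means at least 50% inhibition at 5 µM, scaled per plate between neutral and stimulator controls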;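 further: PAF is a Pseudomonas aeruginosa culture filtrate used as stimulus; plate controls were PAF-stimulated DMSO wells for no effect and unstimulated DMSO wells for full effect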
TROY signal inh = inhibitors of TROY-dependent NF-kB signaling; 360,000 tested, 0.98% active; Q293 LMP1-TROYcd NF-kB luciferase reporter, 4 h; inhibition, % at 10 µM;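 active means compounds whose plate-normalised and pattern-corrected inhibition of the luciferase reporter signal at the single screening dose is 50% or more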
HIF-2a block = blocks HIF-2a reporter activity; AID 624352; 786-0 RCC cells HIF-2a reporter, luciferase luminescence, overnight; 360,000 tested, 0.72% active; inhibition, % at 18.8 µM;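 active means inhibition of the luminescence signal of 40% or more relative to plate controls, in a single-dose primary screen at 18.75 µM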
The depositor's hits bear a star; · = no result given. The list is partial; count on the stated rates, not on these rows.

SMILES	NR2E3 ag-1	Peg3 promoter	Shn3 3UTR inh	MITF TRPM1 inh	NR2E3 ag-2	C8 TRAIL sens	KKLEB cytotox	TWEAK Fn14 block	CF NFkB inh	TROY signal inh	HIF-2a block
Cc1ccccc1S(=O)(=O)Cc1ccc(C(=O)N2CC(C)CC(C)C2)o1 (stereo not given)	3	5	8	-6	1	-5	4	-9	4	-5	-9
CC(C)NC(=O)N(O)C1N(Cc2ccc3c(c2)OCO3)C(=S)SC1(C)C (stereo not given)	-17	4	-4	9	-3	2	0	58*	-14	-7	8
C(=C\c1ccccc1)/CSc1nnc(-c2ccccc2)n1Cc1ccco1	3	23	4	7	1	28	-8	-7	29	33	-2
CNC(=O)c1ccc(NC(=O)c2cc(S(=O)(=O)N3CCOCC3)ccc2N2CCCC2)cc1	-19	8	2	-7	1	7	-26	-18	0	-8	15
CC1CCCCN1C(=O)CSc1nnc2c(n1)[nH]c1ccccc12 (stereo not given)	-18	-35	-1	-21	-3	2	18	41	-14	-31	-56
COc1ccc(C(CCNCc2ccc(N(C)C)cc2)c2ccccc2)cc1 (stereo not given)	8	107*	53	33	3	17	2	-4	6	15	20
O=C1NC(c2ccccc2)=CC(c2ccccc2O)N1 (stereo not given)	9	9	-32	3	-1	-2	-7	-3	1	2	3
C/C(CC(=O)Nc1ccccc1Cl)=N\NC(=O)C(=O)NCCO	-20	5	15	12	-1	-6	4	4	25	5	13
CC(=O)Nc1ccc(S(=O)(=O)N(C)CC(=O)Nc2ccc(F)c(F)c2F)cc1	5	7	-7	2	-4	-5	18	-15	-20	-11	14
Cc1cc(-c2ccccc2)c2c(=O)n(-c3ccccc3)[nH]c2n1	-16	-7	-17	4	-4	7	10	10	-30	13	10
Cc1cccc(NC(=O)/C(C#N)=C/c2cn(CC(=O)NCc3ccco3)c3ccccc23)c1C	12	29	-5	27	1	1	-36	-48	48	-5	15
O=C(CSc1nccc(=O)[nH]1)Nc1ccc2ccccc2c1	-20	-4	-15	1	·	2	-1	28	-23	35	-25
O=C(NCCCO)c1cc2c([nH]c3ccccc32)c(-c2ccc(F)cc2)n1	-14	24	2	15	1	20	8	55*	-16	3	21
COc1ccc(NC(=O)CCNC(=O)C2CCN(S(=O)(=O)c3ccc(F)cc3)CC2)cc1OC	-43	-2	-3	5	-3	-17	4	7	2	-4	17
CCc1ccc(C(=O)NC2CCCCC2)s1	-131	-245	-67	-98	-4	21	9	-3	5	-23	-240
O=C(N/N=C1\CCCc2ccccc21)c1ccc([N+](=O)[O-])cc1	-2	-153	-14	-33	-1	25	0	0	-30	-8	-159
CCN1CCN(S(=O)(=O)c2ccc3c(c2)NC(=O)CS3)CC1	-12	-12	-9	-6	4	7	-3	-9	14	1	-7
O=C(CC1SC2=NCCN2C1=O)Nc1ccccc1 (stereo not given)	5	16	-16	3	2	8	6	11	13	-12	28
CCCc1cc(=O)oc2c(C)c(OCc3nn[nH]n3)ccc12	-8	13	-2	0	0	3	-5	-5	-4	2	21
COc1ccc(Br)cc1S(=O)(=O)N(CC(=O)N1CCOCC1)c1ccccc1	-10	7	7	-4	7	-2	-9	-3	-13	-7	2
Cc1noc(C)c1S(=O)(=O)N(CC(=O)N1CCc2ccccc21)c1ccc(C(C)C)cc1	-4	2	-4	22	-2	5	-3	5	-13	4	16
CCN(CC)CC(=O)N1c2ccccc2Sc2ccc(Cl)cc21	-29	-3	-3	-6	-4	-21	5	4	-2	-8	12
Cc1c(CC(=O)O)c(=O)oc2c(C)c(OCc3nn[nH]n3)ccc12	-12	19	-19	-8	1	16	8	2	-4	-2	11
CC(=O)Nc1ccc(NC(=O)c2c(C)nn(Cc3ccccc3)c2Cl)cc1	18	13	4	1	-1	-6	12	3	-8	6	40
CC1(C(=O)NCc2ccc(F)c(F)c2)Cc2c(-c3cccc(C(F)(F)F)c3)ccnc2O1 (stereo not given)	-8	35	-12	·	·	0	-18	22	23	16	24

Brought forward from above: 3 entries; new compounds follow.
SMILES	NR2E3 ag-1	Peg3 promoter	Shn3 3UTR inh	MITF TRPM1 inh	NR2E3 ag-2	C8 TRAIL sens	KKLEB cytotox	TWEAK Fn14 block	CF NFkB inh	TROY signal inh	HIF-2a block
Cc1c(CC(=O)O)c(=O)oc2c(C)c(OCc3nn[nH]n3)ccc12	-12	19	-19	-8	1	16	8	2	-4	-2	11
CC(=O)Nc1ccc(NC(=O)c2c(C)nn(Cc3ccccc3)c2Cl)cc1	18	13	4	1	-1	-6	12	3	-8	6	40
CC1(C(=O)NCc2ccc(F)c(F)c2)Cc2c(-c3cccc(C(F)(F)F)c3)ccnc2O1 (stereo not given)	-8	35	-12	·	·	0	-18	22	23	16	24
C/C(=C\c1ccccc1)C(=O)NCCN1CCOCC1	10	1	-1	-1	-2	13	-4	1	-4	-8	-18
Cc1noc(NS(=O)(=O)c2ccc(NC(=O)c3ccccc3NS(=O)(=O)c3ccc(F)cc3)cc2)c1C	1	10	-6	5	·	-3	-3	5	4	5	-2
CCOC(=O)c1cc(S(=O)(=O)NC2CCCCC2)cn1C	27	0	14	2	-2	5	0	6	-12	4	-5
O=C(CN1CCN(C(=O)C2CCCO2)CC1)Nc1cc(C(F)(F)F)ccc1Cl (stereo not given)	-12	15	5	2	-1	-3	9	7	-20	10	18
O=C(CSc1n[nH]c(-c2ccccn2)n1)Nc1ccc(Cl)cc1	-6	53*	76	22	3	4	-1	5	10	5	16
O=C(O)c1cc2[nH]c3c(c2cc1Cl)CCCC3	13	2	2	-9	-1	-10	3	-17	3	-17	3
COc1ccc(CN(C(=O)c2nsc(Cl)c2Cl)C(C(=O)NC2CCCC2)c2ccc(C)cc2)cc1 (stereo not given)	-28	17	20	-4	1	-3	-22	13	14	2	18
CC(=O)Nc1ccc(Cl)c(C(N)=O)c1	-5	-4	-21	7	0	-19	-12	-4	-2	-6	9
Cc1ccc(NC(=O)CN(C)C(=O)CCSc2ccc(F)cc2)cc1	-15	6	3	0	3	5	3	-11	-28	16	7
Cc1ccc(C)c(S(=O)(=O)N2CCCOC2CNC(=O)C(=O)NCCCN2CCOCC2)c1 (stereo not given)	-8	-4	6	2	-1	-2	8	9	6	2	10
O=C(c1ccncc1)N1CCN(c2cc(-c3ccccc3)nc3cc(-c4cccc(Cl)c4)nn23)CC1	-13	47	10	·	·	70*	-7	70*	4	23	-26
Cc1cc(C(=O)COC(=O)c2nccnc2N)c(C)n1C	-81	-112	1	-58	-1	13	0	2	13	4	-51
COc1cccc(-n2nnnc2SCC(=O)c2ccc(NC(C)=O)cc2)c1	1	8	-12	-5	2	-8	-11	-7	13	-7	-25
CC(C)CNC(=O)c1cccc(NC(=O)c2ccc(NC(=O)c3ccco3)cc2)c1	-12	12	7	-3	-1	8	12	-7	-1	-10	-5
O=C(NCC1CCCO1)c1cn(-c2ccccc2)nc1-c1ccc(F)cc1 (stereo not given)	-22	18	-10	-2	3	0	-11	3	-8	-6	-28
O=C1CCCCC1C(=O)c1cn(-c2ccc(Cl)c(Cl)c2)nn1 (stereo not given)	-42	-185	-3	-56	-1	5	1	-25	2	-27	-248
CCOc1cc(C(=O)OCC(=O)Nc2cccc(C)c2)ccc1OCC(=O)N1CCOCC1	-22	7	-2	8	6	1	-12	2	10	-5	5
COc1cc(S(=O)(=O)NCc2ccccc2)ccc1Br	-13	19	-9	2	-9	-8	2	-3	-5	-28	16
OCCOCCn1c(C(CO)Nc2nc(-c3ccc(F)cc3)cs2)nc2ccccc21 (stereo not given)	-19	-2	-16	0	1	-9	-26	-3	0	3	-8
COc1ccc(OC)c(-c2csc(NC(=O)CSc3ccccc3)n2)c1	0	-9	8	-20	1	-5	0	4	0	-12	-19
CC(=O)Nc1nnc(C2=COCCO2)o1	-3	-3	-4	-2	1	10	7	-13	13	15	12
COc1cc(OC)cc(C(=O)Nc2nc(-c3ccccc3)c(-c3ccccc3)o2)c1	18	28	54	12	-1	17	8	0	-1	3	7
Cc1ccccc1CC1(CO)CCCN(Cc2cn[nH]c2-c2ccccc2)C1 (stereo not given)	-12	-5	-3	5	1	-37	0	8	-9	-32	13
CCOC(=O)C1CCN(Cc2cc(Cl)c3ccccc3c2O)CC1	3	14	53	-4	3	-1	13	-4	-8	-20	28
c1ccc(-c2ccc(-c3ccccc3)[nH]2)cc1	-131	-288	-53	-48	·	12	-2	-1	-3	-35	-307
(more compounds)
SMILES	NR2E3 ag-1	Peg3 promoter	Shn3 3UTR inh	MITF TRPM1 inh	NR2E3 ag-2	C8 TRAIL sens	KKLEB cytotox	TWEAK Fn14 block	CF NFkB inh	TROY signal inh	HIF-2a block
N#CCc1ccc(NC(=O)Nc2cccc(Cl)c2)cc1	-14	-248	8	-86	1	12	-4	-22	10	-62	-253
N#Cc1ccc(OCC(O)CN2CCN(C(c3ccccc3)c3ccccc3)CC2)cc1 (stereo not given)	-31	4	-11	9	2	-1	-14	12	-1	9	11
CC(NC(=O)COC(=O)c1ccc(OCC2CCCO2)cc1)c1ccccc1Cl (stereo not given)	33	21	-1	-7	2	-13	11	6	2	20	6
C=CCNC(=O)CSc1nnc(-c2ccccc2Br)n1-c1cccc(C(F)(F)F)c1	-7	52*	-2	4	3	2	8	-1	5	-7	0
CN1CCN(C2=Nc3ccccc3Oc3ccc(Cl)cc32)CC1	-18	-9	-13	-5	0	36	18	-11	10	-21	11
CCN1CCN(c2nc(N)c([N+](=O)[O-])c(Nc3ccc(C)cc3)n2)CC1	-3	6	6	-13	-6	-6	-9	-51	-64	-7	20
CCCCn1c(CNC(=O)CC)nc2ccccc21	-6	1	-22	·	1	8	-16	3	7	7	12
Cc1ccc(S(=O)(=O)N2C[C@H]3n4c(=O)ccc(=O)n4C[C@H](OC(=O)NCc4ccco4)[C@@]3(O)C2)cc1	1	0	-20	·	·	2	-2	2	13	-8	12
COCC(=O)Nc1sc2c(c1C(=O)OC)CCCC2	-21	-1	0	3	-3	9	-1	6	-16	-28	-3
C/C(CC(O)c1ccc2ccccc2n1)=N/O (stereo not given)	-3	-24	-8	-8	3	5	4	-37	11	-33	-7
CC(=O)Nc1cc(-c2ccc(C(=O)NC3CC3)cc2)cn2c(-c3cccc(C(F)(F)F)c3)cnc12	-13	29	3	·	·	19	-3	10	-6	9	18
CCCCCCSc1ccc([C@@H]2[C@@H]3C(=O)N(C)C(=O)[C@@H]3[C@]3(C(=O)OC)CCCCN23)cc1	1	-5	13	-11	·	5	6	4	0	-15	12
COc1ccc(CN(CC(=O)NCC2CCCO2)C(=O)CNS(=O)(=O)c2ccc(C)cc2)cc1 (stereo not given)	-41	18	-14	0	3	5	1	0	-14	-17	7
O=C(NCCc1ccccc1C(F)(F)F)C1CCC(=O)N(CCCN2CCCC2=O)C1 (stereo not given)	-1	-17	-2	0	3	-11	-12	-1	13	-17	-16
CCOc1ccccc1N(CC(=O)OC)S(C)(=O)=O	-9	-9	-16	3	1	15	12	-7	3	13	-2
